Bioassay records as filed in PubChem BioAssay.
Mtb BioA inh: blocks M. tuberculosis BioA enzyme activity. purified M. tuberculosis BioA enzyme, plate reader. inhibition, % at 9.99 µM. 360,000 compounds, 0.096% hits; in the data active means inhibition above about 40%; inconclusive means no clear call, values can overlap the other calls
Mtb FBA inh: inhibitors of M. tuberculosis fructose-bisphosphate aldolase. P9WQA3. purified M. tuberculosis FBA, fluorescence read-out. inhibition, % at 1 µM. 360,000 compounds, 2.3% hits; in the data active means inhibition above about 27%;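 further: 0% = vehicle and 100% = reference inhibitor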
Target sequence (P9WQA3 whole entry, looked up): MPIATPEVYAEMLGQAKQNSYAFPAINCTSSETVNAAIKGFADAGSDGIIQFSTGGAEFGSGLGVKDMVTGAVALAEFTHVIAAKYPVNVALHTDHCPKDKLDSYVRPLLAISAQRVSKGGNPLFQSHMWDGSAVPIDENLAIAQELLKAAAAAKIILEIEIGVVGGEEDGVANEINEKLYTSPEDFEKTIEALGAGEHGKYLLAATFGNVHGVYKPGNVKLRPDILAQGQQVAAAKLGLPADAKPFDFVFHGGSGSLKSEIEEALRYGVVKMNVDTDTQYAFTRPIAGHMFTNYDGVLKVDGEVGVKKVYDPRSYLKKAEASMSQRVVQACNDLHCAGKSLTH
FadD28 binding: inhibitors of Mycobacterium tuberculosis FadD28 bisubstrate binding | FadD28 bisubstrate probe binding, fluorescence polarization | inhibition, % at 12.5 µM | 360,000 compounds, 0.22% hits | AID 588549; in the data active means inhibition above about 8.5%, passing the limit was not always enough; inconclusive means no clear call, values can overlap the other calls
PfHsp40 rescue: restores yeast growth despite PfHsp40 toxicity | S. cerevisiae expressing PfHsp40, growth rescue, ATP luminescence | growth rescue, % at 12.5 µM | 340,000 compounds, 0.68% hits | AID 504582; in the data active means growth rescue above about 28%, passing the limit was not always enough; inconclusive means no clear call, values can overlap the other calls;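 further: yeast W303a lacking pdr1 and pdr3 grown in galactose medium; growth measured after three days at 30 °C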
GDH-TPI counter: GDH-TPI coupled enzyme inhibition counter-screen; inhibition, % at 4.8 µM; GDH-TPI coupled enzyme counterscreen, NADH absorbance; 360,000 compounds, 1.2% hits; AID 588335; in the data active means inhibition above about 30%;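 further: 0% = DMSO wells and 100% = wells lacking the enzyme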
Mtb UGM inh: inhibitors of M. tuberculosis UDP-galactopyranose mutase. purified UGM, fluorescence polarization probe displacement. inhibition, % at 10 µM. 320,000 compounds, 0.06% hits. AID 504406; in the data active means inhibition above about 10%, passing the limit was not always enough; inconclusive means no clear call, values can overlap the other calls
Target sequence (P9WIQ1 whole entry, looked up): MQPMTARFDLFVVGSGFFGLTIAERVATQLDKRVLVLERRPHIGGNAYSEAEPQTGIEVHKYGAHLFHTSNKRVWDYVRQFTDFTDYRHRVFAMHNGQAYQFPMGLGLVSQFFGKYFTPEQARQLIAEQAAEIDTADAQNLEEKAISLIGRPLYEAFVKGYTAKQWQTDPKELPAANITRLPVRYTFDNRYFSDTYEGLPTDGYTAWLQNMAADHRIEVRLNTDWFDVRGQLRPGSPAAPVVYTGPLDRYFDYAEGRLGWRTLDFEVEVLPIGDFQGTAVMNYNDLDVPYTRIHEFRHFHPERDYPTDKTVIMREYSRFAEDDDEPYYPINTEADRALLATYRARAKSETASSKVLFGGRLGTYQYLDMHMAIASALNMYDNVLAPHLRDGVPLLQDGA
Anthrax LF inh2: blocks Bacillus anthracis lethal factor protease | P15917 | multiplex microsphere protease cleavage assay, LF | inhibition, % at 10 µM | 360,000 compounds, 0.12% hits | AID 588501; further: plate controls were buffer without enzyme for full effect and enzyme alone for no effect
BoNT A protease: BoNT A light chain protease inhibition | multiplex microsphere protease substrate cleavage, flow cytometry | 360,000 compounds, 0.17% hits | AID 588499 | inhibition, % at 10 µM; further: plate controls were buffer without enzyme for full effect and enzyme alone for no effect
BoNT F protease: inhibitors of Botulinum neurotoxin F light chain protease; Multiplex microsphere protease cleavage assay, flow cytometry; inhibition, % at 10 µM; 360,000 compounds, 0.22% hits; AID 588497; in the data active means inhibition above about 35%, passing the limit was not always enough; inconclusive means no clear call, values can overlap the other calls; further: plate controls were buffer without enzyme for full effect and enzyme alone for no effect
An asterisk follows results filed as active; ? = inconclusive; / = not tested or not shown. Unless noted, no stated cut-off is given here; in the data, active means inhibition above about 30%; inconclusive means no clear call, values can overlap the other calls; inactive means below that.

SMILES	PfHsp40 rescue	BoNT F protease	Anthrax LF inh2	BoNT A protease	Mtb UGM inh	GDH-TPI counter	FadD28 binding	Mtb BioA inh	Mtb FBA inh
CCCCOC(=O)Cn1c2ccc(OC)cc2c2nc3ccccc3nc21	0.6	0	-2	-1.0	6.5	5	-3.0	3.0	0
COC(=O)N/N=C/c1cc(Cl)cc(Cl)c1OCc1ccccc1F	-0.8	-3	0	-0.1	-0.8	7	-1.1	/	-3
Cc1nnsc1C(=O)N1CCCC(N2CCN(c3cccc(C(F)(F)F)c3)CC2)C1 (stereo unspecified)	0.9	-5	1	1.2	-1.6	7	-0.8	-0.7	0
COc1ccc(NC(=O)CCS(=O)(=O)c2cccc3nonc23)cc1Cl	-1.6	-9	9	-3.5	2.4	-6	-2.7	/	-1
CC(=O)Nc1ccc(OC(F)(F)C(F)C(F)(F)F)c(NC(C)=O)c1 (stereo unspecified)	4.6	3	0	2.4	-1.9	9	-1.0	-0.9	-2
Cc1ccc(C2(C)NC(=O)N(CC(=O)Nc3ccc(Cl)c(S(=O)(=O)N4CCCCC4)c3)C2=O)cc1 (stereo unspecified)	1.8	?	?	?	-1.6	-1	-8.6	-0.8	-2
O=C(CCCOc1ccc(Cl)cc1Cl)Nc1cccnc1	7.0	-7	0	-0.5	-1.3	-12	-3.2	11	-4
CCS(=O)(=O)C1=NSC2=NC(=O)/C(=C\c3ccc(OS(=O)(=O)c4ccccc4)c(OC)c3)C(=N)N21	1.7	-4	-1	-1.1	0.7	18	-17	-0.5	2
Cc1cc(F)ccc1S(=O)(=O)Nc1ccc(C(=O)N2CCCCC2)cc1	0.0	1	0	0.3	1.7	1	0.7	-0.5	-2
CC(C)(C)NC(=O)CN(C(=O)C1CSC(=O)C1)c1ccccc1F (stereo unspecified)	-0.8	2	4	0.0	1.5	-2	-3.1	/	-4
N#Cc1cnc(SCC(=O)N2CCCC2)nc1N	-0.2	-2	-8	-0.1	3.7	3	-3.0	-1.3	-1
Cc1cccc(NC(=O)CCc2ccccc2)c1C	0.1	-4	0	4.9	-2.2	-1	0.7	-0.5	2
N#CC1(C#N)CC(C=O)=C(N)C1(C#N)CC(=O)c1ccc(F)cc1 (stereo unspecified)	-1.8	-8	1	1.4	1.4	9	-3.3	-7.8	10
O=C(NC1CCC(O)CC1)C1CCN(S(=O)(=O)c2c(Cl)cccc2Cl)CC1 (stereo unspecified)	0.2	-8	-2	-6.8	/	4	-2.2	-0.3	-1
O=C(COC(=O)/C=C/c1cccc(F)c1)Nc1ccc2[nH]c(=O)[nH]c2c1	-0.6	16	8	7.6	1.4	-1	-3.7	-0.3	2
O=C(c1ccccc1)N1CCCC(C(=O)N2CCCCC2)C1 (stereo unspecified)	-1.4	6	0	0.7	-0.7	5	-2.1	-0.9	-1
CCCCOc1ccc(-c2cc(C(=O)NNC(=S)NCC)c3ccccc3n2)cc1	0.3	4	-6	0.1	0.6	30	-0.2	-4.0	16
S=c1[nH]ncc2ccccc12	0.4	-3	-5	-0.1	2.6	30	-1.1	-2.5	1
Oc1c(I)cc(Cl)c2cccnc12	246*	5	-1	4.1	-7.0	18	-0.5	-1.3	2
CCOC(=O)c1[nH]c(C)c(C(=O)OCC(=O)NCc2ccc(Cl)cc2)c1C	0.4	-6	3	6.5	-1.7	5	-3.0	-0.5	-3
Cc1ccc(C)c(NC(=O)CSc2nnc(CCCCCNC(=O)OC(C)(C)C)o2)c1	-0.8	-15	-2	-7.6	-0.8	2	-1.7	0.6	-1
CCCCn1nnc(NC(=O)c2ccc(-c3cccc(Cl)c3)o2)n1	0.7	-4	1	-1.1	-0.7	11	2.2	/	8
Cc1ccc(/C=C2/NC(=O)N(Cc3ccc(Br)cc3)C2=O)o1	-0.4	-2	0	-0.5	0.6	5	-3.1	0.6	4
COc1ccccc1Nc1c([N+](=O)[O-])cncc1[N+](=O)[O-]	-0.6	4	-7	0.9	-1.5	9	-4.3	/	-3
O=c1c2cc(F)ccc2[nH]c(=S)n1CCCN1CCOCC1	-0.8	4	0	1.7	-3.7	21	-2.8	4.4	-6
O=C(NCC1CCCO1)c1ccc(COc2ccc(Cl)cc2)cc1 (stereo unspecified)	0.4	0	1	-0.4	1.5	9	-0.7	/	1
C=CCn1c(O)c(C(C)=Nc2cc(OC)ccc2OC)c(=O)[nH]c1=O	-0.1	3	5	0.1	3.6	12	-3.1	-0.5	-7
CCCCC(=O)N=c1sc2c(OC)ccc(OC)c2n1C	1.1	-6	-4	-0.2	0.0	0	-2.6	0.0	-1
Cc1nc2ccn(Cc3ccccc3)c(=O)c2cc1C(=O)N1CCN(c2ccccc2)CC1	0.7	5	1	0.7	3.2	3	-1.8	0.7	6
CC(OC(=O)C1CCC1)C(=O)Nc1cc(Cl)cc(Cl)c1 (stereo unspecified)	-1.7	12	-3	-1.8	-1.1	-7	-4.4	-0.1	-1
COC(=O)Cc1c(C)nc2nc(-c3ccccc3)[nH]n2c1=O	0.2	-3	3	-0.5	1.3	11	-1.1	0.0	15
Cc1cc(N2CCN(c3ccccc3)CC2)n2nnnc2n1	-1.1	5	4	1.0	1.0	2	0.0	1.4	5
CC(NC(=O)c1ccccc1N)c1ccccc1 (stereo unspecified)	-1.5	7	8	0.1	-0.6	-5	-4.7	/	47*
O=c1oc(-c2ccccc2Br)nc2ccccc12	-0.5	4	3	1.9	-2.7	-3	-3.6	1.0	3
CCOCCn1[nH]c2ccccc2c1=O	-1.7	5	-13	-0.1	0.9	6	-0.3	1.1	6
CC(C)CC(N)c1csc(NC(=O)Nc2ccccc2Cc2ccccc2)n1 (stereo unspecified)	/	-17	-5	-0.3	/	8	-12	-0.5	1

Part of the list above, limited to BoNT A protease.
canonical_smiles	BoNT A protease
CC(NC(=O)c1ccccc1N)c1ccccc1 (stereo unspecified)	0.1
O=c1oc(-c2ccccc2Br)nc2ccccc12	1.9
CCOCCn1[nH]c2ccccc2c1=O	-0.1

(more compounds)
SMILES	PfHsp40 rescue	BoNT F protease	Anthrax LF inh2	BoNT A protease	Mtb UGM inh	GDH-TPI counter	FadD28 binding	Mtb BioA inh	Mtb FBA inh
CC(C)OCCCNC(=O)C1CCC(=O)N1C1CCCC1 (stereo unspecified)	0.0	-4	0	0.3	2.0	4	-3.1	0.7	-2
Cc1noc(C)c1CN1C(=O)c2ccc([N+](=O)[O-])cc2C1=O	-2.3	-5	4	2.3	-1.1	1	-0.5	0.8	2
COc1ccc(C(=O)OCC(=O)NCCCc2ccccc2)c(OC)c1	-2.2	-26	-4	-0.4	-0.3	0	-1.2	/	-1
C=CCn1c(C)nnc1SCC(=O)NC1CC1	-0.5	-1	-1	-0.8	4.2	-2	-1.2	-0.1	-2
CCOC(=O)Cn1c(C)[n+](C)c2cc(Cl)c(Cl)cc21	-1.4	-3	0	-0.3	1.6	-8	-2.9	/	0
CCOc1ccc(S(=O)(=O)N(C)c2ccc(OCC(=O)Nc3nccs3)cc2)cc1	-0.1	0	1	0.6	6.2	1	0.2	/	2
CCCn1nnc(NC(=O)/C=C/c2cc(Br)ccc2OC)n1	-1.0	-2	-5	-0.1	-0.6	6	0.2	-0.5	12
COc1ccc(C(CNC(=O)C2CC(=O)N(Cc3ccccc3)C2)N2CCOCC2)cc1 (stereo unspecified)	0.1	-6	2	1.4	2.1	8	-2.2	0.2	1
O=c1[nH]nc(-c2ccc(F)cc2)cc1Cc1ccc(F)cc1	1.6	/	/	/	2.6	-16	-3.1	-0.3	-4
Cc1ccc(S(=O)(=O)N2CCCCC2)cc1NC(=O)Cc1cccs1	-0.7	3	7	1.5	0.3	9	-0.2	-0.7	0
COc1ccc(NC(=O)c2cc(-c3ccc(F)cc3OC)n[nH]2)c(OC)c1	/	-1	-2	-0.1	/	-6	-13	0.0	-3
CC(C)Cc1nc(Nc2ccc(S(=O)(=O)N3CCCC3)cc2)c2nnn(Cc3ccccc3)c2n1	-0.9	-3	-1	0.2	0.3	4	-3.9	/	3
CC12CCC(=O)N1C(C(=O)Nc1ccccc1F)CS2 (stereo unspecified)	-0.1	/	/	/	0.4	-2	-2.1	0.5	-2
O=[N+]([O-])c1ccc(N2CCCCCC2)c([N+](=O)[O-])c1	1.7	-12	-3	-0.4	2.6	5	0.5	-0.5	-3
CNc1nc2ccccc2n1/N=C/c1cccc(OC)c1OC	-0.4	-5	-4	-0.5	-3.7	29	-0.9	/	-1
Fc1ccccc1CSc1nnc2ccc(-c3ccncc3)nn12	-1.1	1	0	-0.2	-1.0	3	-0.8	10	1
CCCNC(=O)c1c(CSc2ccc(Cl)cc2)noc1C(=O)NCc1ccccc1	1.7	0	-3	-0.1	0.3	9	-2.7	-0.6	1
Cc1ccc(C)c2c1CCC(=Cc1ccccc1[N+](=O)[O-])C2=O	/	1	5	-0.3	/	8	-1.5	-0.3	-1
CCC(C(=O)NCc1ccc(F)cc1)N(Cc1ccco1)C(=O)c1snc(C(N)=O)c1N (stereo unspecified)	-0.2	2	4	0.3	1.7	14	-4.9	3.3	5
Cc1cc(C)cc(C(=O)NC(=S)Nc2cccnc2)c1	4.7	-7	-1	-0.4	-1.2	1	-0.6	4.9	9
O=c1[nH]n(-c2cccc(Cl)c2)c2ncccc12	-1.4	-8	-16	-0.9	-4.4	13	1.5	0.6	0
COCC(=O)N1CCC(Oc2ccc(C(=O)NCCc3ncccc3C)cc2)CC1	-1.0	0	-3	0.1	0.5	-4	-2.0	0.0	2
COc1ccc(Oc2ccc(NC(=O)c3ccccc3C)cc2)cc1	2.6	3	0	-0.1	0.6	-4	-4.0	/	-1
O=C(O)c1ccccc1C(=O)Nc1ccc(S(=O)(=O)Nc2ccc(F)cc2)cc1	/	-8	6	1.4	-2.8	2	-0.3	-0.1	-2
NC(=O)CSc1nnc(-c2ccc(S(=O)(=O)N3CCCC3)cc2)n1CC1CCCO1 (stereo unspecified)	-1.0	2	-1	0.2	5.4	-7	-2.0	/	4
O=C(Cc1ccc(-n2cccc2)cc1)NCc1ccccc1Cl	-0.6	-4	-1	-1.2	0.5	4	0.7	/	4
O=C(NNc1ccccc1)C(=O)N1CCCCC1	-1.2	-1	0	-0.4	-2.0	9	-4.1	/	-5
Cc1ccccc1Nc1nc(N)nc(CN(C)c2ccccc2)n1	1.6	-16	-1	0.6	-0.1	-6	-4.2	-1.2	2
Cc1c(C=O)c2ccccn2c1C(=O)c1ccccc1	0.7	4	-1	0.2	/	7	-3.9	-0.1	-3
O=C(OCC(=O)N1CCOCC1)c1cnc(Cl)c(Cl)c1	-2.5	-5	-2	-0.2	/	9	-0.1	1.6	-1
OCCNc1nc2ccccc2n1-c1ncnc2sc3c(c12)CCC3	-0.5	-11	-12	-0.1	/	7	-2.6	6.1	3
CCOC(=O)c1c(CN2CCOCC2)n(-c2ccccc2)c2cc(Br)c(O)cc12	0.8	?	?	?	-1.0	12	1.7	8.4	1
Cc1c(NC(=O)c2ncn[nH]2)cccc1-c1nc2ccccc2s1	-1.4	-4	-1	0.4	-3.0	4	-0.1	/	0
C=CCNC(=O)NC(=O)COC(=O)CNS(=O)(=O)c1ccc(F)c(F)c1F	-0.8	-2	-2	0.3	1.4	2	0.1	/	0
CC1CCCC(C)N1S(=O)(=O)c1ccc(NC(=O)CNCC2CCCO2)cc1 (stereo unspecified)	1.0	-4	1	0.5	0.1	-3	-1.9	0.5	2
